KDM5B inh: inhibitors of human KDM5B histone demethylase. Q9UGL1. KDM5B demethylase, FDH-coupled NADH fluorescence (FDH is formaldehyde dehydrogenase). Potency, µM (titrated, usually from 57.7 µM), for inactives: at the highest dose activity change, negative = inhibition, usual class: inhibitors. 220,000 compounds, 2.6% hits. AID 1347165; active means well fitted inhibition curve with a large enough effect; inconclusive means small, poorly fitted or top-dose-only effect; inactive means no such curve, though single readings can be large or run the other way; further: 0% is about no effect; nearly all actives have a fitted effect of over 70% in size
Target sequence (Q9UGL1 whole entry, looked up): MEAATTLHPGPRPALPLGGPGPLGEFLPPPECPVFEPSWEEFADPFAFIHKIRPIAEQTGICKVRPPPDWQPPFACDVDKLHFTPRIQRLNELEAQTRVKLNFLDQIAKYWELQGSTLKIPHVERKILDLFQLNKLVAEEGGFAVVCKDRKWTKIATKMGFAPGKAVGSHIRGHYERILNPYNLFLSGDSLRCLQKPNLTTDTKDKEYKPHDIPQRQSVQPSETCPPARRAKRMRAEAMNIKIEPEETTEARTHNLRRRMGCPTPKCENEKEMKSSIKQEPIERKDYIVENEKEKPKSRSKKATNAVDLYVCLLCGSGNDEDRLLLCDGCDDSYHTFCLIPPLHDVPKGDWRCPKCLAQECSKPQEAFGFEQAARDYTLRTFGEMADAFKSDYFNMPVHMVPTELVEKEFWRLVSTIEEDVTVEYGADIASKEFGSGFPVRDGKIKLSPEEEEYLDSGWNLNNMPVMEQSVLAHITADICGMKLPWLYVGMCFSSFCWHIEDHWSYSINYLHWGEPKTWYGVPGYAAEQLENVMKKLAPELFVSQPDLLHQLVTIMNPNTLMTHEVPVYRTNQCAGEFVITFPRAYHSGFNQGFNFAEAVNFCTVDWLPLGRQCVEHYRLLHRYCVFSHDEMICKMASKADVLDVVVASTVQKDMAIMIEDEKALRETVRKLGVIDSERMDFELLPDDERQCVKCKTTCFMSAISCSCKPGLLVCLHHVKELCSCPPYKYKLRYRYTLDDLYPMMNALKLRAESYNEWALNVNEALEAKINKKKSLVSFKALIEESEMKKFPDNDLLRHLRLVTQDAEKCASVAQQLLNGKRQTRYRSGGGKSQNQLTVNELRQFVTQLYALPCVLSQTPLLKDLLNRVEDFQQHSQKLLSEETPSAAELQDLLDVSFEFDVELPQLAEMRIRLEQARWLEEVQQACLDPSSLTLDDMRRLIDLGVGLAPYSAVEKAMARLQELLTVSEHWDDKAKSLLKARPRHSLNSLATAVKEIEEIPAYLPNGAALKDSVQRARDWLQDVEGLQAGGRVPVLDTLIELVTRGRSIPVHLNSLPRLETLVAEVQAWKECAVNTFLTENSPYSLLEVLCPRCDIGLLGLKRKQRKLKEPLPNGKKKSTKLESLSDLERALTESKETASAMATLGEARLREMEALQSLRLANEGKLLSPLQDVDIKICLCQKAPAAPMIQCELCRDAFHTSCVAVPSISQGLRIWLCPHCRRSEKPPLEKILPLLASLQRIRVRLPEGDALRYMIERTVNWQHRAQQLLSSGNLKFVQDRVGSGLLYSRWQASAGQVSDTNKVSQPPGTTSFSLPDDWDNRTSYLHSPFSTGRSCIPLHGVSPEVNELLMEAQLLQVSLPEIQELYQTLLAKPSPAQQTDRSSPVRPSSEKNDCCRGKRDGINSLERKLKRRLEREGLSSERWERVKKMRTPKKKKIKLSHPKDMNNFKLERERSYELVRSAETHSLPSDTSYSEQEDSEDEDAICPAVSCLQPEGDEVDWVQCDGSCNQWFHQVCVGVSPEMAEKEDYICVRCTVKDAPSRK
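Coupled FDH/NAD⁺ fluorescence readout. KDM5BΔAP 200 nM final; compound titration, 10 min RT preincubation; substrate mix 12.5 µM H3K4me3, 25 µM 2-OG, 50 µM Fe(II), 100 µM ascorbate, 0.25 mM NAD⁺, 0.25 U/mL FDH; ΔRFU over 30 min.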
Active calls of the source: *; ? = inconclusive; [ ] = another dose, or the depositor's remark. Potency means the concentration at half of the fitted maximal effect. These rows are one share of the data; the hit share may differ from the screen's.

canonical_smiles	KDM5B inh
COc1ccc2nc(C)cc(SCC(NC(C)=O)C(=O)O)c2c1 (stereo not given)	?
COc1cccc2cc(C(=O)N3CCN(c4cccc(C(F)(F)F)c4)CC3)c(=O)oc12	12.7%
CCn1ccc(C(=O)NCC2Cn3cccc3C(=O)N2CC(C)C)n1 (stereo not given)	-15.2%
COc1cc(C(=O)/C=C/c2ccc(SC)cc2)ccc1O	-25.8%
C(=N\N=C(c1ccccc1)c1ccccc1)/c1ccncc1	-13.9%
COc1ccccc1CNC(=O)c1nnn(CC(=O)Nc2c(C)cccc2C)c1N	-25.2%
COc1ccc(-c2cc(-c3ccc(F)cc3)nc3c2COc2ccccc2-3)cc1	?
CCc1ccc2oc(C(=O)N(Cc3ccc(F)cc3)C3CCS(=O)(=O)C3)cc(=O)c2c1 (stereo not given)	9.0%
C=CCn1c(-c2ccc(F)cc2)cn2cc(C(=O)N(C)CCO)nc2c1=O	-30.5%
Cc1ccc(-n2c(SCc3nnnn3-c3ccccc3)nnc2N2CCCC2)cc1	17.5%
COC(=O)[C@@H]1Cc2ncn(C)c2CN1C(=O)c1ccc(C#N)cc1	?
O=C1CCN(C(=O)C2CCN(C(=O)c3ccncc3)CC2)CCCCCCN1	-21.2%
Cc1ccc(S(=O)(=O)C(CNC(=O)C(=O)NCc2ccc(Cl)cc2)c2cccs2)cc1 (stereo not given)	-33.8%
Cc1cc(C)c2oc(-c3cccc(NC(=O)c4ccc(Br)o4)c3)nc2c1	0.5%
COc1ccc(C(=O)N2CCC3(CC2)CC2C(=O)NCCN2C3)c(OC)c1 (stereo not given)	?
C=CCN(Cc1cccc(OC)c1)C(=O)CCc1cccc(F)c1	-10.8%
O=C(Nc1cc(F)ccc1F)N1CCCC(Cn2c(C3CC3)nc3cccnc32)C1 (stereo not given)	24.3%
CCC(=O)Nc1nc2c(OC)cc(NS(=O)(=O)c3cc(F)ccc3F)cc2s1	-5.9%
CC(C)CCC(=O)Nc1ccc(Cl)c(C(N)=O)c1	0.1%
CCOC(=O)N1CCN(c2ccc(NS(=O)(=O)c3cc(F)ccc3F)cc2C(=O)O)CC1	-5.2%
Cc1ccc(-c2[nH]ncc2CN2CCN(C(=O)c3cccs3)CC2)cc1C	21.1%
Cc1ccc([S+](=O)([O-])N2CCC3(CC2)CC(=O)N(c2ccccc2)c2ccccc2O3)cc1	12.6%
COCCc1noc(-c2ccccc2OC2CN(C(=O)CCn3nc(C)cc3C)C2)n1	?
COCc1noc([C@@H]2CC(F)(F)CN2C(=O)Cc2ccc(F)cc2)n1	3.1%
COc1ccc(OC)c(/C=C/C(=O)Nc2ccc(C(=O)OCCC(C)C)cc2)c1	?
Cc1ccc(CN2CCC3(CC2)CC(=O)N(c2ccccc2)c2ccccc2O3)cc1	-8.2%
COc1cccc(CC(=O)N2CCC(Oc3ncccc3C(=O)N(C)C)C2)c1 (stereo not given)	-14.7%
COc1cccc(CN2CCC3(CC2)OC(=O)N(Cc2ccccc2)C3(C)c2ccccc2)c1 (stereo not given)	?
COc1ccc(CC(NC(C)=O)C(=O)NC2CCN(C(=O)c3ccccc3F)CC2)cc1 (stereo not given)	-10.7%
COC(=O)c1ccc(CNC(=O)C2CCC(=O)N(CCN3CCOCC3)C2)cc1 (stereo not given)	14.6%
O=C1CN(C(=S)NC(=O)c2ccc(-c3ccccc3)cc2)CCN1	8.1%
CC(=O)C1=C(C)Oc2ncn3nc(-c4ccco4)nc3c2C1c1ccco1 (stereo not given)	4.7%
CS(=O)(=O)C1(C(=O)O)CCCC1	-3.5%
O=C1CN(CC(=O)Nc2ccc(Cl)cc2)CCN1	22.2%
CCOC(=O)C1=C(C)NC(C)=C(C(=O)OCC)C1c1ccc([N+](=O)[O-])s1	-7.2%
COc1cccc(-c2nnc(SCC(=O)Nc3ccccc3C#N)n2-c2ccccc2)c1	0.7%
CCC1CCCCN1CCNC(=O)CCc1cc2ccccc2[nH]c1=O (stereo not given)	?
CCN(CC)C(=O)c1cccc(NC(=O)c2cc(C3CC3)nc3ccccc23)c1	4.2%
C[C@H](C(=O)N1CCCC1)C1CC[C@@]2(C)Cc3sc(NC(=O)C4CC4)nc3[C@@H](C)[C@@H]2[C@H]1O (stereo not given in full)	?
Cc1ccccc1C1=Nn2c(nnc2-c2ccco2)SC1	?
O=C(CCC(=O)Nc1ccccc1)N/N=C/c1ccncc1	-12.4%
COCCn1ncc(N2CCCC(CC(=O)NCc3cc(F)cc(F)c3)C2)cc1=O (stereo not given)	9.2%
COc1nc2cc(C)c(C)cc2nc1C(=O)Nc1c(C)cccc1C	14.3%
O=C1CN(C(=O)c2ccc(Cl)cc2Cl)C(c2ccc(F)cc2)c2cc(F)ccc2N1 (stereo not given)	3.2%
Cc1ccccc1CC(=O)Nc1cc(S(=O)(=O)N2CCCCC2)ccc1N1CCN(C)CC1	15.8%
Cc1ccc(-c2cc3c(=O)n(CCNC(=O)c4ccc5cc[nH]c5c4)ccn3n2)cc1C	35.5µM*
Clc1ccc(CN2CCc3ccccc3C2)cc1	-18.4%
CN(CC(=O)Nc1ccc2[nH]c(=O)[nH]c2c1)Cc1ccc2c(c1)OCO2	?
COc1ccc(-c2cc3nc4ccccc4n3c(N)c2C#N)cc1	?
COc1cccc(C(=O)N2CCC(C(NC(=O)c3cccc(C)c3)C(=O)N3CCCC3)CC2)c1 (stereo not given)	-15.9%
CCOc1ccccc1-n1nnc(S(=O)(=O)c2ccc(C)cc2)c1N	-14.8%
Cc1cccc2nc(C(=O)N3CCC4(CCNCC4)CC3)cn12	?
O=C(NCCCCc1ccccc1)c1cc2ccccc2oc1=O	12.7%
CC(=O)Nc1c(-c2cc(=O)oc3cc(C)c(Cl)cc23)oc2ccccc12	-7.5%
N#Cc1ccc(CNCc2ccc(CN3CCCC3)cc2)cc1	24.9%
Cn1c(SCCOc2ccc(F)cc2)nnc1-c1ccncc1	8.0%
Cc1cc(C2CCCN2C(=O)c2cc(C)c(C)c(S(N)(=O)=O)c2)on1 (stereo not given)	33.5%[activator]
CCC1CCC(C(=O)Nc2ccc(Br)c(C)c2)CC1 (stereo not given)	15.5%
CN(C)c1cccc(C(=O)NCC2CCN(c3cc(-c4ccc(F)cc4)[nH]n3)CC2)c1	20µM*
CCOC(=O)c1c(C)[nH]c(C(=O)Cn2nnc(-c3cccc(C(F)(F)F)c3)n2)c1C	0.2%

Next part.
canonical_smiles	KDM5B inh
COCCN1CC[C@H]2N(Cc3nc4c(cnn4C)c(=O)[nH]3)CCC[C@]2(C(=O)O)C1	0.5%
CCn1c(CNC(=O)c2ccc(OC)cc2)nnc1SCC(=O)c1ccc(Br)cc1	14.3%
Cc1ccccc1SCC(=O)NCc1ccccc1Cn1cccn1	-12.7%
COC(=O)\C(=C/C=C/C=C/N(C)C)C(C)=O	?
O=c1n(-c2ccncc2)nc2n1CCN(Cc1ccc(C(F)(F)F)cc1)C2	7.5%
O=C(N[C@@H]1CCOC[C@H]1OCCO)c1cc(-c2ccsc2)n[nH]1	-13.7%
O=C(c1ccc(Oc2ccccc2)cc1)N1CCOCC12CCN(Cc1ccccc1)CC2	-9.6%
CCCc1c(C)[nH]c2nc3ccccc3n2c1=O	?
O=C(NCC(F)(F)F)C1CCN(c2ncnc3sc4c(c23)CCC4)CC1	10.6%
Cc1c(-c2ccc(F)cc2)[n+](=O)c(-c2ccc(Cl)cc2)c(C)n1[O-]	-21.5%
O=C(NC1CCCCC1)C1CCN(C2=NS(=O)(=O)c3ccccc32)CC1	-3.8%
CCC(NC(=O)Nc1cc(C)on1)(C(F)(F)F)C(F)(F)F	-8.3%
CCOC(=O)c1ccc(NC(=O)c2sc3ccccc3c2Cl)cc1	0.0%
O=C(C1CCC(=O)N(C2CC2)C1)N1CCN(c2cccc(Cl)c2)CC1 (stereo not given)	-7.7%
CCOc1ccc(C2C(C(=O)Nc3ccc(F)cc3)=C(C)NC3=C2C(=O)CC(C)(C)C3)cc1 (stereo not given)	?
COCC(=O)N(C1CCOCC1)C1CCN(C(=O)Cc2ccc(OC)cc2)CC1	-11.6%
CC1CCCCC1NC(=O)CCCCn1c(=O)[nH]c2ccsc2c1=O (stereo not given)	7.1%
CCOC(=O)c1c(S(=O)(=O)N2CCC(C(=O)NCc3cccc(OC)c3)CC2)c(C)n(C)c1C	2.7%
O=C(CCC1CCN(S(=O)(=O)c2cccc(F)c2)CC1)NCc1ccncc1	-9.0%
COc1cccc(COC2CN(CCc3ccccc3)C(=O)CN(C(=O)c3cc(C)nn3C)C2)c1 (stereo not given)	-9.6%
CC(=O)NC1(C)CCCN(c2ccc(Oc3ccccc3)cc2)C1 (stereo not given)	-39.9%[86.2 µM]
Cc1ccc2oc(-c3ccc4ccccc4c3)c(C)c(=O)c2c1	2.6%
O=C(NC1CCCCC1)c1ccc2c(c1)N(Cc1ccc(Cl)cc1)C(=O)c1ccccc1S2=O (stereo not given)	-4.1%
O=C(Nc1ccc(-c2nnnn2C2CC2)cc1)NC1CCCCCC1	20.6%
Cc1cc(NC(=O)c2oc3c(c2C)-c2[nH]ncc2CC3)ccc1Br	?
Cc1cc(C(=O)c2cc3ccccc3o2)c(C)s1	19.9%
COC(=O)C1(C(F)(F)F)C2C=CC(C2)N1S(=O)(=O)c1ccc(C)cc1 (stereo not given)	23.2%
Cc1ccccc1C(=O)Nc1nnc(SCc2cc(=O)n3ccccc3n2)s1	0.3%
Cc1[nH]c(=O)[nH]c(=O)c1CN1CCCC(CCc2ccc(F)cc2F)C1 (stereo not given)	-27.9%
Cc1ccc(C(=O)Oc2cccc(C)c2C)cc1Br	9.8%
CN1CCOC[C@H]2CCN(C(=O)c3ccoc3)C[C@H]21	-20.4%
Cc1ccc2[nH]c(C)c(CCN(Cc3cccs3)C(=S)NC(C)(C)C)c2c1	14.9%
COC(=O)c1cccc(C(=O)NCc2ccccc2)c1	3.5%
Cc1cc(C(=O)N[C@@H]2CN(Cc3ccccc3)C[C@H]2CN(C)C)nn1C	-0.6%
O=C(NCc1ccccc1)N1CCN(C(=O)N2CC3CC(C2)[C@H]2CCCC(=O)N2C3)CC1 (stereo not given in full)	-0.8%
O=C(c1nccc2ccccc12)N1CCC2(CC1)CC(O)CCO2 (stereo not given)	-29.6%
O=C(COc1nc2ccccc2nc1N1CCOCC1)Nc1ccccc1	-6.6%
CCCN(CCC)Cc1cc(=O)oc2cc3c(cc12)CCC3	-9.8%
Cc1ccc(S(=O)(=O)n2nc(-c3ccc(Cl)cc3)nc2NCc2ccccc2)cc1	?
O=C(Cn1ncc2c3ccccc3n(Cc3cccc(Cl)c3)c2c1=O)NCc1cccs1	?

Among those listed so far, five have bromine:
canonical_smiles	KDM5B inh
Cc1cc(C)c2oc(-c3cccc(NC(=O)c4ccc(Br)o4)c3)nc2c1	0.5%
CCC1CCC(C(=O)Nc2ccc(Br)c(C)c2)CC1 (stereo not given)	15.5%
CCn1c(CNC(=O)c2ccc(OC)cc2)nnc1SCC(=O)c1ccc(Br)cc1	14.3%
Cc1cc(NC(=O)c2oc3c(c2C)-c2[nH]ncc2CC3)ccc1Br	?
Cc1ccc(C(=O)Oc2cccc(C)c2C)cc1Br	9.8%

Next section:
canonical_smiles	KDM5B inh
Cc1nn(CCC(=O)NC(C)C)c(=O)c2nn(-c3ccccc3)c(C)c12	6.5%
Cc1cc2n(n1)CCC(=O)N2Cc1ccc(C(=O)Nc2cccc(C(F)(F)F)c2)cc1	?
Cc1ccc(C(=O)N2CCCCCCN(C)C(=O)[C@@H]3CCC[C@@H]32)cn1	-9.5%
CCN(CC(=O)NC1CCCC1)C(C)c1ccc(C#N)cc1 (stereo not given)	21.0%
Cn1cccc1C(=O)N1CCC(c2nn(C)c3c2COCC3)CC1	-15.5%
CCOc1ccccc1NC(=O)Cn1c(C)cc2nc3n(c(=O)c21)CCCCC3	-11.4%
CCCC(N)CCC	16.3%
Nc1nccnc1C(=O)NCCc1cccnc1	?
Cc1ccc(O)c(NS(=O)(=O)c2cccc3nsnc23)c1	34.5%[activator]
CCN(CC)C(=O)N1CCCC(c2nc(-c3ccccc3)no2)CCNC(=O)CC1 (stereo not given)	3.2%
Cc1cc(Cl)ccc1NC(=O)CSc1nc2cc([N+](=O)[O-])ccc2o1	-15.4%
CC(C)(C)NC(=O)CNC(=O)CCc1ncc(-c2ccc(Cl)cc2Cl)o1	-1.7%
O=C(NCc1ccc(F)cc1F)c1nnn2c1COC(c1ccc(Br)cc1)C2 (stereo not given)	-7.8%
Cc1cc2nc(N(Cc3cccnc3)C(=O)c3ccc(Cl)s3)sc2cc1C	-9.9%
COc1ccc(OC)c(CN2CCN(C(=O)c3cc(S(=O)(=O)N4CCOCC4)ccc3C)CC2)c1	12.7%
CCOC(=O)c1cccc(NC(=O)c2sc3nc[nH]c(=O)c3c2C)c1	-14.4%
Cc1cccc(C(=O)N2CCN(Cc3nc(N)c4ccccc4n3)CC2)c1	10.2%
CN1[C@@H](CCC(=O)NCc2cccs2)CNC(=O)[C@@H]2[C@H]1CCN2C1CCOCC1	?
CCC(=O)N/C(N)=N/c1nc(C)c2cc(C)ccc2n1	-18.2%
Cc1cccc(OCCc2noc(C3CN(C4CCN(Cc5ccccc5)CC4)C3)n2)c1	-1.2%

Source: PubChem BioAssay
